TcdB inh – inhibitors of Clostridioides difficile toxin B glycohydrolase | P18177 | TcdB glycohydrolase enzymatic assay, plate reader | inhibition, % at 9.99 µM | 350,000 compounds, 0.24% hits | AID 652162; in the data active = inhibition above about 10%
Target sequence (P18177 whole entry, looked up): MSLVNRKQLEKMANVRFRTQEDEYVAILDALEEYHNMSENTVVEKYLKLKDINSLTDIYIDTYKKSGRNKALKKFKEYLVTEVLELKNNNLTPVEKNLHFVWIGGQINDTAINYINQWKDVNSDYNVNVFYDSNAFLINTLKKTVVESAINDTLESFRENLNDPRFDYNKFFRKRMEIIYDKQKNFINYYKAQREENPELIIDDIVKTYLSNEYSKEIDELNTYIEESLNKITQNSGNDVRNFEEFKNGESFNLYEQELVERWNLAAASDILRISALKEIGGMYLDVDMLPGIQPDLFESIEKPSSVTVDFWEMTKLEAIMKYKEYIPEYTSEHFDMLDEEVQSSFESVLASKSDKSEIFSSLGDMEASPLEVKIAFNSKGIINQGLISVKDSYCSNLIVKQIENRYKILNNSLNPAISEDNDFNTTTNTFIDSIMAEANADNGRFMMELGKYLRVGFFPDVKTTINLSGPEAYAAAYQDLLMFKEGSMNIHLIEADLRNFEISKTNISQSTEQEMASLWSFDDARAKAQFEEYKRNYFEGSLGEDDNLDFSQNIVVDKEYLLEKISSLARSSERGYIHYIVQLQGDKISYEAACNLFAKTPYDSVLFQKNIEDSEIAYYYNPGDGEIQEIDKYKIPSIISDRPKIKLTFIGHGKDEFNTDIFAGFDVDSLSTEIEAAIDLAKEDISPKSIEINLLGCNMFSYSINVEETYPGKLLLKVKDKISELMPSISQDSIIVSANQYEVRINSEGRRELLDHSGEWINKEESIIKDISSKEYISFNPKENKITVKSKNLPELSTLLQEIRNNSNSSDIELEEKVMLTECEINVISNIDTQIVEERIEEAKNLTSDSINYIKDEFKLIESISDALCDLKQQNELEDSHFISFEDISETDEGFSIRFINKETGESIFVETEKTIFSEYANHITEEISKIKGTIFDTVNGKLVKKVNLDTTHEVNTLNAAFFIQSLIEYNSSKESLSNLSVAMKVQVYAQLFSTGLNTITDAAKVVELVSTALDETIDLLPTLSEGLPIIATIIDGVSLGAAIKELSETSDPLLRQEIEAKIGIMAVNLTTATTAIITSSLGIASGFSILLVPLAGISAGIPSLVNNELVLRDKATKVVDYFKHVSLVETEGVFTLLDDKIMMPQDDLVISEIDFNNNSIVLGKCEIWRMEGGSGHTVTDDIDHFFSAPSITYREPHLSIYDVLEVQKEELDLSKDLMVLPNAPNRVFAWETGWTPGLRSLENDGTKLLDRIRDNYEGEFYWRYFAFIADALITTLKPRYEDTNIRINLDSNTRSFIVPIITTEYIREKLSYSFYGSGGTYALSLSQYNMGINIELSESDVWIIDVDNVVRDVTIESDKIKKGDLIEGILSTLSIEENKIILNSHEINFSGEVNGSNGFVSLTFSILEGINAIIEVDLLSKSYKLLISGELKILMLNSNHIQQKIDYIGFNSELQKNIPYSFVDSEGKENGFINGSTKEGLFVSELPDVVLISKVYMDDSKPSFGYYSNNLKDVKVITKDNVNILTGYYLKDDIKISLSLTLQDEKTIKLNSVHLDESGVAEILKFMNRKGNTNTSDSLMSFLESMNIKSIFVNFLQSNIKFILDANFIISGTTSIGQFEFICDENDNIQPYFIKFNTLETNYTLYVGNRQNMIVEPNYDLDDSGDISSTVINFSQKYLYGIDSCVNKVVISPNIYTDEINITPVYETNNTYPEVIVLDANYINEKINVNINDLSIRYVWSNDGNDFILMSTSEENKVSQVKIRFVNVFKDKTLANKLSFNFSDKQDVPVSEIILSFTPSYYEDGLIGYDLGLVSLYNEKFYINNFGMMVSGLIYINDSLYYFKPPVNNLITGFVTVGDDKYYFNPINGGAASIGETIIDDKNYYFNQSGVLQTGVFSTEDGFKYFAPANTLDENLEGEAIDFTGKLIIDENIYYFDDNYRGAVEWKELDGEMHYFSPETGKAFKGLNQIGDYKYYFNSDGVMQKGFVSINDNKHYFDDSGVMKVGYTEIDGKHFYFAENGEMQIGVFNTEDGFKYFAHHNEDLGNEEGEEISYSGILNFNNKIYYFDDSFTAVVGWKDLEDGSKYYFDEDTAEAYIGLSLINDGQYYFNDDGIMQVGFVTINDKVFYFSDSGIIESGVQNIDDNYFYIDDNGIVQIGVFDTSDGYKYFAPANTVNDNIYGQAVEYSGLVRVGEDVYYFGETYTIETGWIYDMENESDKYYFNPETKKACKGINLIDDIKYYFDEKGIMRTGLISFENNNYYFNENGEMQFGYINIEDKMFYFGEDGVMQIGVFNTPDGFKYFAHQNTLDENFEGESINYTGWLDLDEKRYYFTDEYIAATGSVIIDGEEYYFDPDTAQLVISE
The depositor's hits bear a star. This is a subset; the hit share may differ from the screen's.

CC(C)NC(=O)N(C)C[C@H]1Oc2ncc(C3=CCCCC3)cc2C(=O)N([C@@H](C)CO)C[C@H]1C
  TcdB inh = 0.3
CNC[C@@H]1Oc2ccc(NC(=O)Nc3cccc4ccccc34)cc2CC(=O)N([C@H](C)CO)C[C@H]1C
  TcdB inh = 0.1
O=C(Nc1ccc(F)cc1)Nc1ccc2c(c1)[C@H]1C[C@@H](CC(=O)N3CCOCC3)O[C@H](CO)[C@H]1O2
  TcdB inh = -1.1
O=C(c1cnccn1)N1CC(=O)N2[C@H](CO)[C@@H](c3ccc(C#CC4CCCCC4)cc3)[C@@H]2C1
  TcdB inh = 1.4
COCC(=O)Nc1ccc2c(c1)OC[C@H](C)N(C(=O)c1cnccn1)C[C@H](C)[C@@H](OC)CN(C)C2=O
  TcdB inh = 0.0
CO[C@H]1CN(C)C(=O)c2ccc(NS(=O)(=O)c3ccc(C)cc3)cc2OC[C@@H](C)N(Cc2nccs2)C[C@H]1C
  TcdB inh = 0.4
C[C@H](CO)N1C[C@H](C)[C@@H](CN(C)C(=O)Nc2ccc3c(c2)OCO3)OCCCC[C@H](C)Oc2ccc(NS(=O)(=O)c3cn(C)cn3)cc2C1=O
  TcdB inh = 0.6
CC(=O)N(C)C[C@H]1Oc2cc(-c3ccccc3F)ccc2S(=O)(=O)N([C@H](C)CO)C[C@@H]1C
  TcdB inh = -0.3
CCCNC(=O)[C@H]1[C@H](CO)[C@H]2Cn3c(cccc3=O)[C@@H]1N2C(=O)C1CCCC1
  TcdB inh = 0.0
C[C@@H]1CCCCO[C@@H](CN(C)CC2CCCCC2)[C@H](C)CN([C@H](C)CO)C(=O)c2cc(NC(=O)Nc3cccc4ccccc34)ccc2O1
  TcdB inh = 0.9
C[C@H](CO)N1C[C@H](C)[C@@H](CN(C)Cc2ccccc2)OCCCC[C@H](C)Oc2ccc(NS(=O)(=O)c3cccs3)cc2C1=O
  TcdB inh = 1.2
CC(C)NC(=O)Nc1ccc2c(c1)C(=O)N([C@@H](C)CO)C[C@H](C)[C@@H](CN(C)Cc1ccc(-c3ccccc3)cc1)O2
  TcdB inh = 0.8
C[C@@H]1CN([C@H](C)CO)C(=O)c2cc(NC(=O)Nc3cccc4ccccc34)ccc2O[C@H]1CN(C)S(=O)(=O)c1cn(C)cn1
  TcdB inh = 0.5
Cc1cccc(-c2ccc([C@H]3[C@@H](CO)N4CCCCN(S(=O)(=O)c5cccc(C)c5)C[C@H]34)cc2)c1
  TcdB inh = -0.1
O=C(C[C@@H]1C=C[C@@H](NS(=O)(=O)c2ccccc2)[C@@H](CO)O1)NCc1ccc(Cl)c(Cl)c1
  TcdB inh = 0.9

CC(C)CC#Cc1cnc2c(c1)C(=O)N([C@H](C)CO)C[C@H](C)[C@@H](CN(C)C(=O)Nc1cc(F)ccc1F)O2
  TcdB inh = -1.2
CCCNC(=O)N(C)C[C@@H]1Oc2ncc(C#CCC3CCCC3)cc2C(=O)N([C@@H](C)CO)C[C@H]1C
  TcdB inh = -0.1
COCC1=C([C@H](O)c2ccccc2)[C@H](CO)[C@@H]2C(=O)N(Cc3ccccc3)C(=O)[C@@H]2C1
  TcdB inh = -0.4
COc1ccc(S(=O)(=O)Nc2ccc3c(c2)C(=O)N([C@H](C)CO)C[C@@H](C)[C@@H](CN(C)Cc2ccc(C(=O)O)cc2)OCCCC[C@@H](C)O3)cc1
  TcdB inh = -5.6
CC(C)NC(=O)N(C)C[C@H]1Oc2ccc(NS(=O)(=O)c3cn(C)cn3)cc2CC(=O)N([C@@H](C)CO)C[C@H]1C
  TcdB inh = -0.6
COc1ccc(S(=O)(=O)Nc2ccc3c(c2)C(=O)N([C@@H](C)CO)C[C@H](C)[C@H](CN(C)C(=O)NC(C)C)OCCCC[C@@H](C)O3)cc1
  TcdB inh = -0.5
COc1ccc(NC(=O)Nc2ccc3c(c2)[C@@H]2C[C@H](CC(=O)N4CCCCC4)O[C@H](CO)[C@@H]2O3)cc1
  TcdB inh = 1.5
COc1ccc2c3c([nH]c2c1)[C@@H](CO)N(C(=O)Nc1ccc(F)cc1)CC31CCN(C(=O)c2ccccn2)CC1
  TcdB inh = 0.6
CNC[C@@H]1Oc2ccc(NC(=O)Cc3ccccc3)cc2CC(=O)N([C@H](C)CO)C[C@H]1C
  TcdB inh = 0.6
O=C(C1CCOCC1)N1CC(=O)N2[C@@H](CO)[C@H](c3ccc(/C=C/c4ccccc4)cc3)[C@@H]2C1
  TcdB inh = 0.7
O=C(C[C@@H]1C=C[C@H](NC(=O)Nc2cc(F)ccc2F)[C@H](CO)O1)NCc1ccccn1
  TcdB inh = -0.2
CO[C@@H]1CN(C)C(=O)c2ccc(NC(=O)Nc3ccccc3)cc2OC[C@H](C)N(C(C)=O)C[C@@H]1C
  TcdB inh = 0.1
O=C(C1CCOCC1)N1C[C@@H]2[C@H](c3ccccc31)[C@@H](CO)N2Cc1ccccc1F
  TcdB inh = 0.3
CC(C)NC(=O)N(C)C[C@H]1Oc2cc(C#CC(C)(C)O)ccc2S(=O)(=O)N([C@H](C)CO)C[C@@H]1C
  TcdB inh = 0.2
C[C@@H]1CN([C@@H](C)CO)C(=O)Cc2cc(NC(=O)Nc3ccc4c(c3)OCO4)ccc2O[C@@H]1CN(C)S(=O)(=O)c1ccc(Cl)cc1
  TcdB inh = 0.5

CCCC(=O)Nc1ccc2c(c1)C(=O)N(C)C[C@H](OC)[C@@H](C)CN(Cc1ccccc1F)[C@@H](C)CO2
  TcdB inh = 0.0
O=C(C[C@@H]1CC[C@H]2[C@@H](COC[C@@H](O)CN2Cc2cccc(Cl)c2)O1)NCc1cccc(F)c1
  TcdB inh = -2.2
C[C@@H]1CN([C@H](C)CO)C(=O)c2cc(NC(=O)Cc3cn(C)c4ccccc34)ccc2O[C@@H]1CN(C)C
  TcdB inh = -15
COc1ccccc1C#Cc1ccc2c(c1)O[C@@H](CN(C)Cc1ccncc1)[C@H](C)CN([C@@H](C)CO)S2(=O)=O
  TcdB inh = -0.5
O=C1CNC[C@H]2[C@@H](c3ccc(C#CC4CCCC4)cc3)[C@H](CO)N12
  TcdB inh = -0.9
CS(=O)(=O)Nc1ccc2c(c1)[C@H]1C[C@@H](CC(=O)NCc3ccccc3)O[C@H](CO)[C@H]1O2
  TcdB inh = 0.6
CS(=O)(=O)N1[C@H](C#N)[C@H](c2ccc(C#CC3CCCCC3)cc2)[C@@H]1CO
  TcdB inh = 1.7
O=C(O)[C@H]1[C@H](CO)[C@H]2Cn3c(ccc(-c4ccccc4F)c3=O)[C@H]2N1Cc1ccccc1
  TcdB inh = 0.0
C[C@@H]1CCCCO[C@H](CN(C)S(=O)(=O)c2ccccc2)[C@@H](C)CN([C@@H](C)CO)C(=O)c2cc(NC(=O)Nc3ccc(C(F)(F)F)cc3)ccc2O1
  TcdB inh = -0.5
C[C@H]1CCCCO[C@H](CN(C)C(=O)NC2CCCCC2)[C@@H](C)CN([C@@H](C)CO)C(=O)c2cc(NC(=O)Nc3ccccc3)ccc2O1
  TcdB inh = 1.8
C[C@@H]1CN([C@H](C)CO)C(=O)c2cc(NC(=O)Nc3ccccc3)ccc2O[C@H]1CN(C)CC1CCCCC1
  TcdB inh = 0.8
C[C@H]1CN([C@@H](C)CO)C(=O)c2cccc(NC(=O)c3cnccn3)c2O[C@H]1CN(C)Cc1ccncc1
  TcdB inh = 0.3
COc1ccc2c3c([nH]c2c1)[C@@H](CO)N(Cc1cccnc1)CC31CN(C(=O)CN(C)C)C1
  TcdB inh = -1.4
COc1ccc2c3c(n(C)c2c1)[C@H](CO)N(C(=O)c1ccccn1)CC31CN(C)C1
  TcdB inh = -2.8
CN(C)C(=O)C[C@H]1CC[C@@H]2[C@H](COc3ccc(NC(=O)c4ccc(F)c(F)c4)cc3C(=O)N2C)O1
  TcdB inh = 2.1

C[C@@H]1CN([C@H](C)CO)C(=O)c2cc(NC(=O)Cc3cn(C)c4ccccc34)ccc2O[C@H]1CN(C)Cc1ccccc1
  TcdB inh = 0.4
COCC(=O)N(C)C[C@H]1[C@H](c2ccccc2)[C@@H](CO)N1C(=O)NC(C)C
  TcdB inh = -1.5
C[C@@H]1CN([C@@H](C)CO)C(=O)c2cc(/C=C/c3ccccc3)cnc2O[C@@H]1CN(C)S(=O)(=O)c1cccs1
  TcdB inh = 1.2
C[C@@H]1CN([C@@H](C)CO)C(=O)c2cc(C#Cc3ccccn3)cnc2O[C@@H]1CN(C)C(=O)c1ccccn1
  TcdB inh = 0.8
C[C@@H]1CN([C@H](C)CO)C(=O)c2cc(-c3cccc(F)c3)cnc2O[C@H]1CN(C)C(=O)c1cccc(F)c1
  TcdB inh = 3.1
CCCNC(=O)[C@H]1[C@H](CO)[C@H]2Cn3c(cccc3=O)[C@@H]1N2C(=O)C1CC1
  TcdB inh = -1.2
CCNC(=O)C[C@@H]1CC[C@@H]2[C@H](COc3ccc(NC(=O)Nc4cccc(Cl)c4)cc3C(=O)N2C)O1
  TcdB inh = 1.1
C[C@H](CO)N1C[C@H](C)[C@H](CN(C)Cc2ccc(Oc3ccccc3)cc2)Oc2ccc(NC(=O)C3CCCCC3)cc2CC1=O
  TcdB inh = -0.6
C[C@@H]1CN([C@@H](C)CO)C(=O)c2cc(C#CC3(O)CCCC3)cnc2O[C@@H]1CN(C)C(=O)Cc1cccnc1
  TcdB inh = -0.2
COc1cccc(-c2cnc3c(c2)C(=O)N([C@H](C)CO)C[C@H](C)[C@H](CN(C)C(=O)Nc2ccc4c(c2)OCO4)O3)c1
  TcdB inh = 2.7
Cc1ccc(S(=O)(=O)Nc2ccc3c(c2)C(=O)N([C@@H](C)CO)C[C@H](C)[C@@H](CN(C)Cc2ccncc2)OCCCC[C@@H](C)O3)cc1
  TcdB inh = -5.5
COc1ccc(S(=O)(=O)Nc2ccc3c(c2)CC(=O)N([C@@H](C)CO)C[C@H](C)[C@H](CN(C)C(=O)NC(C)C)O3)cc1
  TcdB inh = 0.2
O=C(C[C@@H]1CC[C@@H]2[C@H](COC[C@H](O)CN2Cc2ccc3c(c2)OCO3)O1)N1CCOCC1
  TcdB inh = 1.0
O=C(C[C@@H]1CC[C@@H](NC(=O)C2CCC2)[C@H](CO)O1)NCc1ccccc1Cl
  TcdB inh = 0.6
C[C@@H]1CN([C@@H](C)CO)C(=O)c2cc(-c3ccccc3)cnc2O[C@@H]1CN(C)C(=O)C1CCOCC1
  TcdB inh = -0.5

C[C@H]1CN([C@@H](C)CO)C(=O)c2cc(NS(=O)(=O)c3ccc(F)cc3)ccc2O[C@@H]1CN(C)C(=O)Nc1cccc2ccccc12
  TcdB inh = 1.4
CO[C@H]1CN(C)C(=O)c2cc(NC(=O)c3ccc(F)cc3)ccc2OC[C@@H](C)N(C(C)=O)C[C@@H]1C
  TcdB inh = 0.6
CO[C@H]1CN(C)C(=O)c2cc(NC(=O)Nc3ccccc3)ccc2OC[C@@H](C)NC[C@@H]1C
  TcdB inh = 0.6
Cc1ccc(NC(=O)Nc2ccc3c(c2)C(=O)N(C)[C@H]2CC[C@@H](CC(=O)O)O[C@@H]2CO3)cc1
  TcdB inh = -2.0
C[C@@H]1CN([C@H](C)CO)C(=O)Cc2cc(NC(=O)Nc3ccc4c(c3)OCO4)ccc2O[C@H]1CN(C)Cc1ccc(Oc2ccccc2)cc1
  TcdB inh = 0.6
COc1ccc(NC(=O)Nc2ccc3c(c2)C(=O)N([C@@H](C)CO)C[C@H](C)[C@H](CN(C)C(=O)C2CCCCC2)OCCCC[C@@H](C)O3)cc1
  TcdB inh = -2.7
CCCNC(=O)N1CC2(C1)CN(C(=O)CC)[C@H](CO)c1[nH]c3cc(OC)ccc3c12
  TcdB inh = 0.5
C[C@H](CO)N1C[C@H](C)[C@H](CN(C)C(=O)Nc2cccc3ccccc23)Oc2ccc(NC(=O)Nc3ccc(F)cc3)cc2CC1=O
  TcdB inh = 1.3
CC(C)CC#Cc1cnc2c(c1)C(=O)N([C@H](C)CO)C[C@@H](C)[C@H](CN(C)C(=O)Nc1ccccc1F)O2
  TcdB inh = -4.1
C[C@@H]1CN([C@H](C)CO)C(=O)c2cc(NC(=O)C3CC3)ccc2O[C@H]1CN(C)C(=O)Nc1cccc2ccccc12
  TcdB inh = 0.8
COCC(=O)N1C[C@@H](C)[C@H](OC)CN(C)C(=O)c2ccc(NC(=O)c3ccccc3)cc2OC[C@@H]1C
  TcdB inh = -9.7
C[C@@H]1CN([C@@H](C)CO)S(=O)(=O)c2ccc(C#C[C@@H](C)O)cc2O[C@@H]1CN(C)C(=O)CC1CC1
  TcdB inh = 0.1
O=C(Nc1ccc(F)cc1)N1CC(=O)N2[C@H](CO)[C@@H](c3ccc(-c4ccc(F)cc4)cc3)[C@@H]2C1
  TcdB inh = 0.2
COc1ccc(S(=O)(=O)N(C)C[C@@H]2Oc3ccc(NS(C)(=O)=O)cc3C(=O)N([C@H](C)CO)C[C@@H]2C)cc1
  TcdB inh = 1.0
C[C@H](NC(=O)C[C@H]1C[C@H]2c3cc(NC(=O)NC4CCCCC4)ccc3O[C@H]2[C@H](CO)O1)c1ccccc1
  TcdB inh = -0.9

Grouped by structure: those above with two or more sulfur atoms
CO[C@H]1CN(C)C(=O)c2ccc(NS(=O)(=O)c3ccc(C)cc3)cc2OC[C@@H](C)N(Cc2nccs2)C[C@H]1C
  TcdB inh = 0.4
C[C@H](CO)N1C[C@H](C)[C@@H](CN(C)Cc2ccccc2)OCCCC[C@H](C)Oc2ccc(NS(=O)(=O)c3cccs3)cc2C1=O
  TcdB inh = 1.2
C[C@@H]1CN([C@@H](C)CO)C(=O)c2cc(/C=C/c3ccccc3)cnc2O[C@@H]1CN(C)S(=O)(=O)c1cccs1
  TcdB inh = 1.2
COc1ccc(S(=O)(=O)N(C)C[C@@H]2Oc3ccc(NS(C)(=O)=O)cc3C(=O)N([C@H](C)CO)C[C@@H]2C)cc1
  TcdB inh = 1.0

More records:
CN1CCN(C(=O)C[C@H]2CC[C@@H]3[C@@H](COc4ccc(NC(=O)C5CCOCC5)cc4C(=O)N3C)O2)CC1
  TcdB inh = -0.2
O=C(C[C@H]1C[C@H]2c3cc(NC(=O)c4ccc5c(c4)OCO5)ccc3O[C@H]2[C@@H](CO)O1)NCc1ccc(Oc2ccccc2)cc1
  TcdB inh = 0.8
C[C@@H]1CN([C@@H](C)CO)C(=O)c2cccc(NS(=O)(=O)c3ccc(Cl)cc3)c2O[C@H]1CN(C)Cc1ccc(C(=O)Nc2ccccc2N)cc1
  TcdB inh = -1.8
CCN1[C@@H]2c3ccc(-c4cccnc4)c(=O)n3C[C@H]1[C@H](CO)[C@H]2C(=O)NC1CCCC1
  TcdB inh = 0.8
C[C@@H]1CN([C@H](C)CO)C(=O)c2cccc(NC(=O)C3CC3)c2O[C@H]1CN(C)S(=O)(=O)c1cn(C)cn1
  TcdB inh = -0.2
